Compound activity (PubChem)
GASC-1 inh = blocks human GASC-1 demethylase activity. Q9H3R0. GST-JMJD2C(1-420) H3K9me3 demethylation, DELFIA europium. inhibition, % at 2.35 µM. 0.069% of 330,000 active. AID 2099;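 active = more than half of a compound's replicate wells show inhibition beyond 50%, single wells judged on their own value; inconclusive = some, but no more than half, of replicates pass 50% inhibition; inactive = no replicate passes 50% inhibition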;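 note: signal counts dimethyl H3K9 product captured on neutravidin plate; 0% = median of DMSO wells and 100% = 0.3 times that DMSO median; strong numbers were not always called active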
Target sequence (Q9H3R0 1-420 limits assumed): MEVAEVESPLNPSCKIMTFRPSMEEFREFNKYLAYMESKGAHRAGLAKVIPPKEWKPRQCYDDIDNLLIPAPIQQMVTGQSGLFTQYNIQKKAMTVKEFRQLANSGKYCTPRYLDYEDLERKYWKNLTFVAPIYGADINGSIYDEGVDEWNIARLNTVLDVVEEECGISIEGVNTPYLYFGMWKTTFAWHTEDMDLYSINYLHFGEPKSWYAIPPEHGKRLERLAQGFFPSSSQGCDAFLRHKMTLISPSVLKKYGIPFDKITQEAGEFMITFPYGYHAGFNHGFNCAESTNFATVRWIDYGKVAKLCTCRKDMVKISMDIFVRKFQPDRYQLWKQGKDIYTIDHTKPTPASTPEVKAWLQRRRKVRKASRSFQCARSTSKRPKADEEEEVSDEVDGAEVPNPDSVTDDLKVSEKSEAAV
PREPL inhibitor = inhibitors of human prolyl oligopeptidase-like enzyme PREPL. Q4J6C6. recombinant PREPL, fluorescence polarization activity-based probe. inhibition, % at 5.96 µM. 0.68% of 320,000 active; in the data active = inhibition above about 43%;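 note: 0% = enzyme with DMSO and 100% = wells lacking enzyme; many of its hits are not listed in these tables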
Target sequence (Q4J6C6 whole entry, looked up): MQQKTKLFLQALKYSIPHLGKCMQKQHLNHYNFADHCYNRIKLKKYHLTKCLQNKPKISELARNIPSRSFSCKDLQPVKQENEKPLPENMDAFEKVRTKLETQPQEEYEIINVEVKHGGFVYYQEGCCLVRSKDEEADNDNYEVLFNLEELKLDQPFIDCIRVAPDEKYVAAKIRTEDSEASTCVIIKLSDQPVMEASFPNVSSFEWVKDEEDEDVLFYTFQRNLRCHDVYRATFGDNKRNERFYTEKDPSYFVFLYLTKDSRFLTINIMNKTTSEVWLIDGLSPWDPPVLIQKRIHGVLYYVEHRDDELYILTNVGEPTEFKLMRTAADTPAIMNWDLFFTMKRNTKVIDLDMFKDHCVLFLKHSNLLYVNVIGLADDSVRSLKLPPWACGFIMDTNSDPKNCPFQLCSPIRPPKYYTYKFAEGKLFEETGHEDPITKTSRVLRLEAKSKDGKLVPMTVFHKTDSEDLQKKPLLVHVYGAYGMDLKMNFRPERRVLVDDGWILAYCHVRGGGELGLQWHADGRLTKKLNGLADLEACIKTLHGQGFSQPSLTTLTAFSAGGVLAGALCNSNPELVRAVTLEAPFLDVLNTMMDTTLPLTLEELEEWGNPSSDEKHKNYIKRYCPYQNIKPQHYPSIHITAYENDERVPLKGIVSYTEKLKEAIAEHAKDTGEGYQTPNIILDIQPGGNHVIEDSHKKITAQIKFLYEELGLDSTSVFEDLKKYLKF
TPT1 inhibitor = C. albicans TPT1 enzyme inhibition | AID 1962 | 0.81% of 300,000 active | recombinant caTPT1, FP RNA substrate dephosphorylation | inhibition, % at 5 µM;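 active = inhibition above the mean of all tested compounds plus 3 SD, set per screening campaign, cut at about 24% in these data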;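 note: plate controls were DMSO alone for no effect and ferristatin control at 100 nM for full effect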
PP5 inh = inhibitors of human protein phosphatase 5 (PP5); P53041; purified PP5c, OMFP substrate fluorescence; inhibition, % at 6.7 µM; 0.18% of 320,000 active;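 active = inhibition above the campaign's mean inhibition across all tested compounds plus 3 SD, cut at about 9.5% in these data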;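 note: 0% = DMSO only and 100% = 100 µM cantharidin control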
Fh CTSL1 inh = cathepsin L1 inhibition, PFM18AAP counter-screen. AID 1906. inhibition, % at 5.96 µM. 0.49% of 300,000 active. recombinant F. hepatica cathepsin L1, Z-Leu-Arg-MCA fluorescence;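 active = inhibition above the mean of all tested compounds plus 3 SD, set per screening campaign, cut at about 17% in these data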;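 note: 0% = plate median of test compound wells and 100% = 1 µM Z-Phe-Ala-diazomethylketone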
LYPLA2 counter = LYPLA2 (human) inhibition in PME1 counter-screen; O95372; recombinant LYPLA2, FP-Rh probe fluorescence polarization; inhibition, % at 5.9 µM; 0.38% of 320,000 active; AID 2177;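 active = inhibition above the screen-wide mean plus 3 SD, limit set per campaign, cut at about 26% in these data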;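 note: 0% = LYPLA2 with DMSO and 100% = wells lacking LYPLA2 enzyme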
PP1 inh = counter-screen for PP5 inhibitors: inhibitors of human PP1-alpha; 0.9% of 320,000 active; purified PP1alpha, OMFP fluorescence; AID 2235; P62136; inhibition, % at 6.7 µM;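 active = inhibition above the mean inhibition of all tested compounds plus 3 SD, computed separately for each screening campaign, cut at about 15% in these data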
Efflux pump inh = inhibitors of Candida antifungal efflux pumps expressed in yeast. S. cerevisiae Candida pump triplex, Nile Red efflux. 0.44% of 330,000 active. inhibition, % at 10 µM;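 active = plate passing quality check with inhibition over a set limit, or well fluorescence over plate mean plus 4 SD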;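 note: Nile Red retained in pooled yeast measured as flow cytometry median fluorescence; 0% = buffer negative control and 100% = Enniatin B positive control; higher means more Nile Red kept so more efflux inhibition; some compounds called inactive have numbers as strong as hits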
HCV core dimer = blocks dimerization of HCV core protein; inhibition, % at 5 µM; AID 1899; TR-FRET GST/Flag-core106 dimerization, 1536-well; 0.33% of 300,000 active;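 active = inhibition above the mean of all tested compounds plus 3 SD, set per screening campaign, cut at about 45% in these data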
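Material: GST/Flag-tagged HCV core106 proteins. Incubation: 4 h, 22.5 °C incubation. Read-out basis: inhibition (%) from 671 over 617 nm ratio. Measured by: TR-FRET, excitation 340 nm, emission 617 and 671 nm.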
An asterisk follows results filed as active; i = inactive; ? = inconclusive; . = not tested or not shown. These rows are one share of the data; rates above refer to the full screens.

SMILES | GASC-1 inh | PREPL inhibitor | TPT1 inhibitor | PP5 inh | Fh CTSL1 inh | LYPLA2 counter | PP1 inh | Efflux pump inh | HCV core dimer
O=C(N/C(=C/c1cccs1)C(=O)N1CCOCC1)c1ccco1 | -2 | 4 | -1 | -2.2 | 6 | 1 | -2 | -0.2 | 4
Cc1nc(C(=O)NNC(=O)c2cccc(Cl)c2)c(C(F)(F)F)o1 | 2 | 13 | -3 | 0.3 | 7 | 6 | -2 | 0.0 | -1
CC1=C(C(=O)OCc2ccccc2)C(c2cccc(F)c2)NC(=O)N1 (configuration not stated) | 1 | 0 | -1 | 3.2 | -8 | 4 | 1 | 0.2 | -4
COc1ccc(S(=O)(=O)Cc2ccc(C(=O)N3CCN(c4ccc(Cl)cc4)CC3)o2)cc1 | -11 | 20 | -1 | 1.6 | -1 | -7 | 0 | 0.1 | 7
CCn1nc2cc(C(=O)NCc3cc(C(F)(F)F)cc(C(F)(F)F)c3)ccc2c1OC | 2 | -2 | -3 | 5.2 | 3 | 3 | -2 | 0.0 | 8
CCc1sc(C(=O)NC(C)C2CCCO2)cc1Br (configuration not stated) | 25 | -7 | 0 | 1.2 | 2 | -7 | -4 | -8.3 | -5
COc1cc(C(C)=O)ccc1Oc1ccc(S(=O)(=O)N2CCOCC2)cn1 | 4 | -2 | . | -1.1 | . | 4 | -1 | 0.1 | .
CCOC(=O)C1CCN(c2c(NCCCN3CCN(Cc4ccccc4)CC3)c(=O)c2=O)CC1 | 1 | 12 | -2 | 0.0 | 1 | 4 | -5 | 4.4 | 0
CC1CCCC(NC(=S)Nc2ccc(SC(F)F)cc2)C1C (configuration not stated) | -1 | -5 | 0 | 5.6 | -1 | -35 | 8 | 0.2 | 3
Cc1ccc(N2C(=O)C(Cl)=C(N3CCN(C)CC3)C2=O)c(C)c1 | 3 | -1 | -6 | -0.5 | 27* | 1 | -3 | 0.2 | -3
COc1ccc(OCc2cc(C(=O)N3CCCC(OC)C3)no2)c2ccccc12 (configuration not stated) | 3 | 2 | 1 | 2.5 | 0 | 5 | 3 | -0.1 | 2
O=C(Nc1nnc(S(=O)(=O)Nc2ccccc2)s1)C1CCCCC1 | -3 | 4 | 2 | 2.3 | -5 | 0 | 4 | -0.3 | 3
COc1ccc(-c2csc(N(CCc3ccccc3)C(=O)COc3ccccc3)n2)cc1 | 25 | 11 | 0 | 3.0 | -5 | 2 | 2 | 0.3 | 4
Cn1c(NC(=O)C[n+]2cc(-c3ccc(Cl)cc3)n3c2CCC3)cc(=O)n(C)c1=O | -14 | 43* | -3 | 1.4 | 5 | 3 | 0 | -0.3 | 0
O=C1CC(N2CCOCC2)C(=O)N1CCc1ccccc1 (configuration not stated) | -7 | 4 | -4 | 0.3 | -4 | -3 | 0 | -0.2 | -3
COCOc1ccc(C=O)cc1OCOC | i | 30 | -12 | -0.7 | 5 | 11 | 2 | -0.3 | 5
Cc1cccc(N2C(=O)C(Oc3ccc(Cl)cc3Cl)C2C(=O)O)c1C (configuration not stated) | 0 | -1 | 2 | 0.4 | 2 | -5 | 3 | 0.0 | -4
Cc1ccc(NC(=O)c2ccccc2-c2ccccc2C(=O)O)cc1 | -2 | 0 | -2 | -1.2 | -1 | 0 | 2 | -0.1 | 4
CC1CN(C(=O)COC(=O)c2ccc(F)cc2Cl)CC(C)O1 (configuration not stated) | -7 | 1 | 0 | 3.5 | -9 | -5 | 0 | -0.2 | 0
c1ccc(-c2nc(NCCCn3ccnc3)c3oc4ccccc4c3n2)cc1 | 2 | 2 | -1 | 3.5 | -2 | 2 | 7 | -1.8 | 0
COc1ccc(-c2nc(-c3cccc(C)c3)no2)cc1OC | -18 | -10 | -5 | 4.3 | 4 | -2 | -7 | 0.0 | 0
CC(C)C[C@H](NC(=O)[C@@H](O)[C@H](N)Cc1ccccc1)C(=O)O | -3 | 5 | -1 | 2.2 | -6 | 3 | -12 | 0.1 | -6
Cc1cccc(NS(=O)(=O)c2cc(C(=O)N3CCCC3)ccc2Cl)c1 | 3 | 4 | -2 | 2.0 | -1 | -6 | -3 | 0.2 | -1
O=C(NCc1ccccn1)c1cc(S(=O)(=O)N2CCCCC2)ccc1Cl | -4 | 4 | . | -2.6 | . | -2 | -6 | 0.1 | .
COc1ccc(C(=O)N2CCCC(C(=O)c3ccccc3OC)C2)cc1OC (configuration not stated) | 12 | 13 | 0 | 0.2 | 1 | 8 | -2 | 0.0 | 0
CCN1CCN(c2nc(Nc3cccc(OC)c3)nc(N)c2[N+](=O)[O-])CC1 | -21 | -12 | -1 | -1.2 | -1 | 1 | 2 | 0.0 | 1
O=C(Nc1nccs1)c1nc[nH]c1C(=O)N1CCc2ccccc2C1 | -2 | 8 | . | -1.6 | . | -2 | -3 | -0.1 | .
CCOC(=O)c1sc(NC(=O)CSc2nnnn2-c2ccc(C)cc2)c(C(=O)OCC)c1C | ? | 2 | 2 | 0.0 | 4 | 1 | 0 | 0.3 | 0
Cc1cccc(C(=O)OC(C)C(=O)Nc2ccc(S(=O)(=O)Nc3ncccn3)cc2)c1C (configuration not stated) | 4 | 17 | . | 3.5 | . | -4 | 0 | 0.0 | .
CCOC(=O)C1CCCN(Cc2cccc(Cl)c2)C1 (configuration not stated) | 3 | 17 | 4 | 3.7 | -2 | 0 | 7 | 0.0 | -4
CCOC(=O)CSC1=C(C#N)C(c2ccccc2OCC)C(C#N)C(=O)N1 (configuration not stated) | 3 | 5 | -2 | 1.9 | -1 | 2 | -4 | -0.1 | 5
CC1(C)C([N+](=O)[O-])C(c2ccccc2O)NC(c2ccccc2O)C1[N+](=O)[O-] (configuration not stated) | 1 | -8 | 1 | 6.2 | -1 | -2 | -1 | 0.5 | -3
Cc1nc2ncccn2c1-c1csc(Nc2ccc(S(N)(=O)=O)cc2)n1 | 1 | 18 | 2 | 3.2 | 3 | -2 | 3 | -0.1 | 3
CC(=O)NCc1ccc(C(=O)CCl)s1 | 0 | 8 | -1 | -1.5 | 13 | -2 | 10 | 0.0 | -2
Cn1cccc1CC(=O)N/N=C/c1ccc(Cl)cc1 | 20 | 11 | -3 | -1.2 | -1 | 1 | 0 | 0.0 | 12
CCCS(=O)(=O)c1c(S(=O)(=O)CCC)c2ccc(C(N)=O)cn2c1C(=O)c1ccc(F)cc1 | -13 | 3 | -3 | -1.9 | 5 | 10 | -2 | -0.1 | -1
Cc1cc(NC(=O)CCN2C(=O)C3C4C=CC(C4)C3C2=O)c2ccccc2n1 (configuration not stated) | -4 | 6 | 4 | 2.7 | 1 | -4 | -4 | 0.1 | 3
S=C(NCC1CC1)N/N=C/c1ccccc1Cl | -10 | -2 | 1 | -0.1 | 0 | 1 | 0 | 0.0 | 1
O=C(NC(Cc1ccccc1)C(=O)O)/C(=C\c1ccco1)NC(=O)c1ccc(Br)cc1 (configuration not stated) | 6 | -5 | -4 | 1.4 | -1 | 8 | 1 | 0.0 | 2
Cc1cc(OCc2cn3cccnc3n2)ccc1Cl | 24 | 12 | 1 | 0.9 | 1 | 4 | 1 | -0.1 | -8
COc1ccc(-n2c(CN3CCOCC3)nc3ccc([N+](=O)[O-])cc3c2=O)c(OC)c1 | -6 | 12 | 2 | -0.8 | 0 | 0 | 11 | 0.1 | 65*
COc1ccc(OC)c(S(=O)(=O)N2CCCCC2C(=O)N2CCN(c3ccccn3)CC2)c1 (configuration not stated) | 17 | 5 | -2 | 0.1 | -5 | 3 | 10 | 0.8 | -2
C/C(=N\NC(=O)c1c(C)nc2ccccn12)c1ccco1 | 8 | -4 | -3 | 0.5 | 2 | 3 | 3 | 0.1 | -3
CCOC(=O)c1cc(Sc2ccccc2N)cc(C(=O)OCC)n1 | -3 | 21 | 3 | -1.5 | -5 | 1 | -5 | 0.1 | 0
Cc1cccc(CC(=O)N2CCN(C(=O)c3ccco3)CC2)c1 | -10 | 9 | -3 | 0.4 | -1 | -6 | -4 | -0.3 | 1

Entries of single compounds, looked up by structure. Values in the order: GASC-1 inh, PREPL inhibitor, TPT1 inhibitor, PP5 inh, Fh CTSL1 inh, LYPLA2 counter, PP1 inh, Efflux pump inh, HCV core dimer
CC1(C)C([N+](=O)[O-])C(c2ccccc2O)NC(c2ccccc2O)C1[N+](=O)[O-] (configuration not stated) is listed as 1, -8, 1, 6.2, -1, -2, -1, 0.5, -3
Cc1nc2ncccn2c1-c1csc(Nc2ccc(S(N)(=O)=O)cc2)n1 is listed as 1, 18, 2, 3.2, 3, -2, 3, -0.1, 3

Next section.
SMILES | GASC-1 inh | PREPL inhibitor | TPT1 inhibitor | PP5 inh | Fh CTSL1 inh | LYPLA2 counter | PP1 inh | Efflux pump inh | HCV core dimer
COc1ccc(-c2noc(CCC(=O)NC3CCCCC3)n2)cc1 | -12 | 0 | -4 | -0.4 | -5 | 4 | -3 | 0.1 | -1
O=C(c1cc2ccccc2oc1=O)N(Cc1ccc2c(c1)OCO2)Cc1ccco1 | -3 | -8 | -2 | -0.8 | 4 | 3 | -4 | 0.1 | 1
CCCCOc1cccc(C(=O)N(Cc2ccco2)C2CCS(=O)(=O)C2)c1 (configuration not stated) | 7 | 14 | 0 | -1.1 | 1 | -4 | -3 | 0.1 | -12
COC(=O)CCNC(=O)CCc1ccc(S(=O)(=O)N2CCCCCC2)cc1 | 0 | 0 | . | -1.4 | . | 1 | -1 | 0.0 | .
Cc1cc(C)cc(NC(=O)CSc2nc3nc(C)cc(C)n3n2)c1 | -2 | -6 | . | 2.0 | . | -2 | -1 | -0.1 | .
COc1cccc(N2CCN(S(=O)(=O)c3cc4c(cc3Cl)NC(=O)CO4)CC2)c1 | -13 | -8 | -2 | -1.5 | 1 | -4 | 1 | -0.1 | 20
O=C(O)CC/C(=N/NC(=O)CNC(=O)c1ccc2c(c1)OCCO2)c1ccccc1 | 3 | -9 | 3 | 0.6 | -1 | -8 | 0 | 0.1 | 2
CCc1ccc(S(=O)(=O)N2CC(=O)Nc3ccccc32)cc1 | -2 | 3 | 2 | 4.3 | 1 | -4 | 0 | -0.1 | 3
Cc1cc(NC(=O)C2C3C(=O)N(CC4CCCO4)C(C(=O)NCc4ccccc4)C34C=CC2(C)O4)no1 (configuration not stated) | 4 | 13 | 2 | 0.2 | 3 | 8 | -2 | 0.3 | -3
CN1CCN(C(=O)CN(c2cccc(Br)c2)S(=O)(=O)c2ccccc2)CC1 | 2 | 3 | 0 | -1.6 | 0 | 1 | -1 | 0.2 | -1
CCOC(=O)C(C(=O)OCC)N(C#N)c1nc(OC)nc(N(C)C)n1 | -9 | -1 | 4 | 0.2 | 77* | -4 | 0 | 0.0 | 0
CCOC(=O)Cn1c(=O)c(-c2ccccc2N)nc2ccccc21 | 25 | 3 | 2 | -0.4 | 3 | -4 | -6 | -0.2 | 3
NC(=S)N/N=C\c1c(OCc2ccccc2Cl)ccc2ccccc12 | -7 | 4 | 1 | 1.6 | 30* | -31 | -10 | 0.5 | 5
O=S(=O)(Cc1ccccc1)N1CCN(C/C=C/c2ccccc2)CC1 | 2 | -12 | -2 | 1.4 | -2 | 5 | 4 | -0.2 | -7
COC(=O)c1ccc(NC(=O)COc2ccc(N(C)S(=O)(=O)c3ccc(C)cc3)cc2)cc1 | -3 | -3 | . | 4.5 | . | -33 | -2 | -0.2 | .
CN(C)S(=O)(=O)n1cc(/C=C(\NC(=O)c2ccccc2F)C(=O)NCCCN2CCOCC2)c2ccccc21 | -1 | 14 | 4 | -0.2 | -4 | 2 | 2 | 0.0 | -9
Cc1[nH]c2ccccc2c1C(=O)C(C)OC(=O)c1ccc(NC(=O)CC#N)cc1 (configuration not stated) | 2 | -15 | 4 | 0.8 | 8 | -38 | 5 | -0.1 | 6
